HIF activator – HIF pathway transcriptional activators, primary screen, cell-based, U2OS HRE-luciferase, luminescence. U2OS HRE-luciferase reporter; normalized: DMSO 0%, desferrioxamine 100%. activation, % at 7.5 µM (by protocol). actives 0.32% (n = 300,000);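 active means mean activation of at least 10% of the iron chelator positive control signal, with at least half of replicates also reaching 10%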
TRPC4 inh – inhibitors of mouse TRPC4 channel, primary screen, Fluo4 calcium, HEK293 TRPC4beta/mu-opioid cells. Short transient receptor potential channel 4 (Mus musculus), Q9QUQ5. DAMGO-evoked Fluo4 calcium flux; active compounds read low. B-score at 10 µM. actives 0.39% (n = 300,000). AID 2247, 2010;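 active means B-score over 3 SD under the library average, no early fluorescence shift, positive overall ratio signal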
Target sequence (Q9QUQ5 whole entry, looked up): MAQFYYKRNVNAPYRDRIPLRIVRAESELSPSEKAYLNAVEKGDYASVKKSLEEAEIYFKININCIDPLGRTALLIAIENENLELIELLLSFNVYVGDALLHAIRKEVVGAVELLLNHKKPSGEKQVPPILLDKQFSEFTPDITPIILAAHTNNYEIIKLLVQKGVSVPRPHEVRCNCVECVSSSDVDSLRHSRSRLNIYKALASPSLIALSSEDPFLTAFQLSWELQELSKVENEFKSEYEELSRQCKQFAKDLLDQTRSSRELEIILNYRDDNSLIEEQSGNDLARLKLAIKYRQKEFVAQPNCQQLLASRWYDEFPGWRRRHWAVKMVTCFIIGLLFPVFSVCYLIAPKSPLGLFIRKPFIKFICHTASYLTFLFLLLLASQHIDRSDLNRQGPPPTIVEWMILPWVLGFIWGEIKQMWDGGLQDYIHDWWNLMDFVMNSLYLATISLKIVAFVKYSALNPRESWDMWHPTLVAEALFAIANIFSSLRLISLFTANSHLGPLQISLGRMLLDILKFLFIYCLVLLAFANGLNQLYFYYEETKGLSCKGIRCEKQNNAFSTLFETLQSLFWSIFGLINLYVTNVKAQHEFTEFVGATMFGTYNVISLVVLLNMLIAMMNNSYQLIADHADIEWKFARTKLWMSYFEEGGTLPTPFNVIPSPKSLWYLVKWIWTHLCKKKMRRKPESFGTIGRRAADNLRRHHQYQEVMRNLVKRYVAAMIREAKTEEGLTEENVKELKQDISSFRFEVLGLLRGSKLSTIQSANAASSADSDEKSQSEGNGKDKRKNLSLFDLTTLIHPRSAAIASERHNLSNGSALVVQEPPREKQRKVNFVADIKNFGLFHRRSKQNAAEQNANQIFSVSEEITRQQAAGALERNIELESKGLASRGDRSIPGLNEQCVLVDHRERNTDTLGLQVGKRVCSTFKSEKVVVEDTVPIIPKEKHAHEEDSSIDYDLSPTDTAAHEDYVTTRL
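Material: HEK293 cells with stable TRPC4beta plus mu-opioid receptor expression; probe or stimulus: DAMGO in two steps, submaximal then maximal; technique: Fluo4 calcium fluorescence by kinetic imaging, 5 s 1 Hz baseline; measure: integrated fluorescence ratio relative to baseline, converted to per-well B score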
MrgX1 antag – antagonists of human MrgX1 receptor, primary screen, HEK293 cells, Fluo-4 calcium flux; BAM8-22 antagonism; active compounds read low; B-score at 10 µM; actives 1.3% (n = 310,000); Mas-related G-protein coupled receptor member X1 (Homo sapiens), Q96LB2;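 active means calcium-response B-score plate-corrected more than 3 library SD below zero, starting fluorescence within 5 deviations, no agonist response on first addition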;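 further: peak minus trough fluorescence over baseline after final BAM8-22 challenge near maximal dose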
TRPC6 inhibitor – mouse TRPC6 channel inhibitors, primary screen, cell-based, HEK293, membrane potential dye. Short transient receptor potential channel 6 (Mus musculus), Q61143. ACh-evoked depolarization; active compounds read low. B-score at 10 µM. actives 1.1% (n = 310,000). AID 2553, 2010;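 active means B-score under library mean minus 3 SD, initial fluorescence not abnormally high, positive integrated signal ratio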;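 further: B-score derived from integrated fluorescence ratio over the kinetic read; more negative B-score means stronger inhibition of depolarization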
SKKanGAS inh – S. pyogenes SKKanGAS growth inhibitors in kanamycin, primary screen, streptokinase expression inhibitor project, SKKanGAS strain, BacTiter-Glo luminescence; AID 1662, 2009; inhibition, % at 7.5 µM; 6 h; actives 1.3% (n = 300,000);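 active means mean replicate score, as percent of positive control median, at least 50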;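 further: strain carries kanamycin resistance gene driven by streptokinase promoter and grows in 40 µg/ml kanamycin; loss of luminescence reflects streptokinase promoter inhibition or plain growth inhibition; 0% = median of DMSO wells and 100% = positive control at its reference dose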
RGS4 act – RGS4 potentiators or activators, primary screen, cell-based, HEK293 M3R inducible RGS4, calcium flux; B-score at 10 µM; carbachol calcium flux Fluo4; active compounds read low; actives 0.92% (n = 310,000);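 active means B-score of the integrated calcium signal more than 4 SD below the library mean, with starting fluorescence not abnormally high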;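 further: negative B-score means reduced calcium response which marks RGS4 activation or potentiation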
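Material: Inducible-RGS4 HEK293 cells carrying M3 receptor; also added: carbachol at ECmax as muscarinic agonist stimulus; incubation: compound preincubation 20 min at room temperature before agonist; signal: Fluo4-AM (2 µM) calcium-flux fluorescence, kinetic read; measure: integrated calcium ratio converted to B score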
MrgX1 agonist – agonists of human MrgX1 receptor, primary screen, HEK293 cells, Fluo-4 calcium flux; Mas-related G-protein coupled receptor member X1 (Homo sapiens), Q96LB2; Fluo-4 calcium fluorescence, agonist mode; active compounds read high; B-score at 10 µM; actives 0.44% (n = 310,000); AID 588627, 2011;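 active means calcium response B-score plate-corrected fluorescence ratio at least 3 library SD, with starting fluorescence B-score inside 5 SD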
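Test system: HEK293 cells stably expressing human MrgX1 receptor; Input: fifteen thousand cells per well; Dosing: compound delivered in addition one of three; Schedule: overnight seeding, then 1 h dark dye loading; Technique: Fluo-4 NW calcium fluorescence; Measure: B-scored fluorescence response ratio; Controls: positive and negative controls per plate.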
RGS4 inh – RGS4 inhibitors, primary screen, cell-based, HEK293 M3R inducible RGS4, calcium flux; Regulator of G-protein signaling 4 (Homo sapiens), P49798; Fluo-4 calcium flux; active compounds read high; triggered by carbachol at its EC20; B-score at 10 µM; actives 0.45% (n = 310,000); AID 463165, 2010;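 active means B-score, a plate-corrected calcium signal, over three deviations above library mean, with baseline fluorescence within five deviations of library mean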;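 further: RGS4 expression induced by doxycycline in cells with stable M3 receptor; B-score is computed from the integrated fluorescence ratio over baseline after carbachol; higher B-score means a larger calcium signal and so more RGS4 inhibition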
TRPC6 activator – mouse TRPC6 channel activators, primary screen, cell-based, HEK293, membrane potential dye; Short transient receptor potential channel 6 (Mus musculus), Q61143; HEK293-TRPC6 membrane potential dye fluorescence; active compounds read high; B-score at 10 µM; actives 0.13% (n = 310,000); AID 2550, 2010;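 active means B-score of the integrated fluorescence ratio above library mean plus 3 SD, and starting fluorescence ratio within library mean plus 5 SD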;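 further: higher score means more depolarization so channel activation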
Platelet DG rel – inhibitors of platelet dense granule secretion, primary screen, cell-based, MLPCN, human platelets. actives 0.22% (n = 300,000). inhibition, %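 (compounds screened at 7.5 µM in platelet-rich plasma)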. human platelet-rich plasma, SFLLRN dense granule ATP release, luminescence;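 active means mean replicate score, as percent of positive control, at or above 50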
MrgX1 PAM – positive allosteric modulators of MrgX1, primary screen, HEK293 cells, Fluo-4 calcium flux; FDSS; active compounds read high; actives 0.63% (n = 310,000); B-score at 10 µM; Mas-related G-protein coupled receptor member X1 (Homo sapiens), Q96LB2;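 active means plate-corrected calcium response at least 3 library SD above typical, normal starting fluorescence, not activating the receptor alone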;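 further: compound read alongside a low EC10 to EC30 dose of BAM8-22 agonist; peak minus trough fluorescence over baseline measured at the second addition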
Active calls of the source: *; i = inactive; . = no result given.

SMILES	HIF activator	TRPC4 inh	MrgX1 antag	TRPC6 inhibitor	SKKanGAS inh	RGS4 act	MrgX1 agonist	RGS4 inh	TRPC6 activator	Platelet DG rel	MrgX1 PAM
CCN(CC)c1ccc(/C=N/NC(=O)c2ccc(Br)o2)cc1	2.9	i	i	i	-24	i	i	i	i	-4	i
O=C(O)c1ccc2c(=O)n3c(nc2c1)/C(=C/c1cccc(Cl)c1Cl)CCCC3	-0.7	i	i	i	27	i	i	i	i	19	i
S=c1nc[nH]c2c1cnn2-c1ccccc1	-6.4	i	i	i	-19	i	i	i	i	-10	i
O=C(COc1ccc(S(=O)(=O)N2CCOCC2)cc1Cl)NCc1ccccn1	-0.1	i	i	i	2	i	i	i	i	-3	i
CCc1nc(SCC(=O)Nc2cc(C)on2)c2c(C)c(C)sc2n1	0.1	i	i	i	29	i	i	i	i	3	i
COc1cccc(-c2ccc(SCC(=O)N3CCc4ccccc43)nn2)c1	-0.3	i	i	i	6	i	i	i	i	-31	i
Cc1ccccc1CC1(CO)CCCN(C(=O)c2ccc3ncccc3c2)C1 (centres undefined)	1.5	i	i	i	-2	-10*	i	i	i	1	i
COc1ccc(CCNC(=O)CN2CCC(C)CC2)cc1OC	-0.1	i	i	i	-3	i	i	i	i	2	i
Cc1cc(C(=O)Nc2ccc(S(=O)(=O)N3CCCC3)cc2)cs1	0.1	i	i	i	.	i	i	i	i	0	i
Cc1ccnc(SCC(=O)N2CCc3ccccc32)n1	3.0	i	i	i	-4	i	i	i	i	7	i
O=C1NN(c2ccccc2)C(=O)/C1=C\c1ccc(-c2cc([N+](=O)[O-])ccc2O)o1	-0.3	i	.	i	-4	i	.	i	i	6	.
Cc1ccc(C)c(CN2C(=O)C3(OCCCO3)c3ccccc32)c1	-0.4	i	i	i	3	i	i	i	i	7	i
CCN(CCCNC(=O)CCc1nc(-c2ccc(C)cc2)no1)c1cccc(C)c1	-0.4	i	i	i	1	i	i	i	i	14	i
CC(=O)N1CCN(c2ccc(NC(=O)c3ccc([N+](=O)[O-])cc3)cc2)CC1	0.1	i	i	i	1	i	i	i	i	11	i
Nc1c(C(=O)Nc2nc3ccccc3s2)sc2nc(-c3cccs3)ccc12	-6.9	i	i	i	50*	i	29*	i	i	0	i
Cc1c(CBr)[n+](=O)c2c(n1[O-])C(Br)CCC2Br (centres undefined)	0.6	i	i	i	2	i	i	i	i	-5	i
COc1cc(/C=C2\SC(=O)NC2=O)ccc1OCc1ccc(Cl)nc1	-1.8	i	i	i	28	i	i	i	i	5	i
O=C1CC(=O)N(c2ccccc2)N1c1ccccc1	0.1	i	i	i	15	i	i	i	i	-5	i
CCC(=O)Nc1ccc(C(=O)CSc2nnc(-c3ccc(NS(C)(=O)=O)cc3)n2C)cc1OC	-0.2	i	i	i	11	i	i	i	i	3	i
CC(=O)NCCc1ccc(S(=O)(=O)NC2OC(=O)c3ccccc32)cc1 (centres undefined)	-0.3	i	-4.8*	i	-9	i	i	i	i	-3	i
CC(=O)Nc1nnc(SCC(=O)NC2CC2)s1	-0.2	i	i	i	-1	i	i	i	i	2	i
Cc1cccc(Cn2c(=O)c3c(nc4n3CCCN4Cc3ccccc3)n(C)c2=O)c1	0.5	i	i	i	23	i	i	i	i	5	i
O=C(Nc1ccc2c(c1)OCCO2)c1cccc(Br)c1	0.8	i	i	i	-2	i	i	i	i	12	i
Cc1ccc(NC(=S)NNC(=O)c2c([N+](=O)[O-])c(C)nn2C)cc1	-0.1	i	i	i	-4	i	i	i	i	-11	i
COc1ccc(NC(=O)c2sc3nc(C)nc(N4CCOCC4)c3c2C)c(OC)c1	-0.7	i	i	i	4	i	i	i	i	2	i

Going on with the list:
SMILES	HIF activator	TRPC4 inh	MrgX1 antag	TRPC6 inhibitor	SKKanGAS inh	RGS4 act	MrgX1 agonist	RGS4 inh	TRPC6 activator	Platelet DG rel	MrgX1 PAM
Cc1cccc(N2CCN(C(=O)CCS(=O)(=O)c3ccc4c(c3)NC(=O)CO4)CC2)c1C	-0.1	i	i	i	-7	i	i	i	i	1	i
Cc1ccc(C(=O)NC(Cc2c[nH]c3ccccc23)C(=O)O)o1 (centres undefined)	-0.1	i	i	i	2	i	i	i	i	5	i
C=C(C)CN(CC)C(=O)CCc1nnc(CCc2c[nH]c3ccccc23)o1	0.2	i	i	i	-5	i	i	i	i	1	i
CC(C)CC(C(=O)O)N1C(=O)C2C3C=CC(C2C1=O)C1C(=O)N(C(CC(C)C)C(=O)O)C(=O)C31 (centres undefined)	0.1	i	i	i	6	i	i	i	i	-4	i
CCC(Oc1ccc(C)cc1)C(=O)Nc1ccc2c(c1)n(C)c(=O)n2C (centres undefined)	-0.9	i	i	i	-4	i	i	i	i	9	i
CCOC(=O)c1c(NC(=O)c2c(-c3ccccc3)noc2C)sc(C)c1-c1ccccc1	-2.2	i	i	i	2	i	i	i	i	6	i
S=c1[nH]nc(Cc2ccccc2)n1-c1cccc2ccccc12	0.0	i	i	i	-10	i	i	i	i	4	i
COc1ccc(/C=C/C(=O)NC(=S)NCC2CCCO2)cc1 (centres undefined)	0.6	i	i	i	-1	i	i	i	i	7	i
Cc1ccc[n+](CC(=O)c2ccc(Cl)cc2)c1	-1.7	i	i	i	5	i	i	i	i	-13	i
O=S(=O)(N/N=C/c1ccc(N2CCOCC2)cc1)c1ccccc1	0.1	i	i	i	1	i	i	i	i	1	i
COc1ccc(C2C(C#N)=C(N)Oc3cc(O)ccc32)cc1OC (centres undefined)	-0.4	i	i	i	-5	i	i	i	i	11	i
Cc1cc(C)c(S(C)(=O)=O)c(NN)n1	0.3	i	i	i	3	i	i	i	i	-3	i
COc1cc(/C=C/C(=O)OCC(=O)c2c(N)n(C)c(=O)n(C)c2=O)ccc1OCC#N	-0.3	i	i	i	56*	i	i	i	i	5	i
O=C(CCc1nnc2ccc(N3CCOCC3)nn12)Nc1ccc(F)cc1F	-0.1	i	i	i	-6	i	i	i	i	-1	i
CS(=O)(=O)Nc1cccc(-c2cn3ccccc3n2)c1	.	i	i	i	0	i	i	i	i	-1	i
Cc1onc(-c2ccccc2)c1C(=O)NCCc1c[nH]c2ccccc12	0.2	i	i	i	8	i	i	i	i	-5	i
NC(=O)c1ccsc1NC(=O)CCS(=O)(=O)c1ccc(F)cc1	-0.2	i	-5.9*	i	-2	i	i	i	i	5	i
CC(C)C(=O)Nc1nnc(-c2ccccc2)o1	0.4	i	i	i	-3	i	i	i	i	3	i
CC/C(=N\NC(=S)Nc1cc(C)ccc1C)c1ccc(OC(F)F)cc1	-0.2	i	i	i	69*	i	i	i	i	-3	i
CN1CCN(S(=O)(=O)c2ccc(-c3ccccc3)cc2)CC1	0.1	i	i	i	4	i	i	i	i	4	i
Cc1ccccc1C(=O)OCCN1CCOCC1	1.3	i	i	i	-13	i	i	i	i	-13	i
COc1cc(C2Nc3ccccc3C(=O)N2c2ccc3c(c2)OCCO3)ccc1OCC(C)C (centres undefined)	-0.5	i	i	i	12	i	i	i	i	2	i
CNC(=S)N(CCO)Cc1cc2cc3c(cc2[nH]c1=O)OCO3	-0.2	i	i	i	5	i	i	i	i	4	i
CCC(=O)c1ccc(OCC(=O)O)c(OC)c1	-0.4	i	i	i	-1	i	i	i	i	0	i
CCc1nnc(NC(=O)CN2CCN(Cc3cccc(F)c3)CC2)s1	-0.2	i	i	i	-4	i	i	i	i	13	i

The list goes on.
SMILES	HIF activator	TRPC4 inh	MrgX1 antag	TRPC6 inhibitor	SKKanGAS inh	RGS4 act	MrgX1 agonist	RGS4 inh	TRPC6 activator	Platelet DG rel	MrgX1 PAM
CC(=O)Nc1ccc(S(=O)(=O)NC(C)C(=O)NC(C)c2ccccc2)cc1 (centres undefined)	0.0	i	i	i	3	i	i	i	i	-23	i
CCNS(=O)(=O)c1ccc(NC(=O)Nc2cccc(OC)c2)cc1	1.4	i	i	i	-5	i	i	i	i	-4	i
O=c1oc2c(O)cccc2cc1-c1nc2ccccc2[nH]1	1.8	i	i	i	13	i	i	i	i	48	i
O=C(O)c1csc(-c2ccc(Cl)cc2)n1	-1.0	i	i	i	-1	i	i	i	i	-2	i
COc1ccc(NC(=O)CSc2nccn2-c2cccc(OC)c2)cc1	.	i	i	i	-12	i	i	i	i	.	i
O=C(CSc1nnc(-c2ccc(Cl)cc2Cl)n1C1CCCCC1)NC1CCS(=O)(=O)C1 (centres undefined)	.	-6*	i	i	-16	i	i	i	i	-5	i
CC1C(C#N)=C(N)OC2=C1C(=O)CC(C)(C)C2 (centres undefined)	-0.7	i	i	i	0	i	i	i	i	-2	i
O=C(Oc1cc(=O)oc2c1c(=O)n1c3c(cccc23)CC1)c1ccc(F)cc1	-0.5	i	i	i	42	i	i	i	i	-3	i
CN(CCC#N)C(=O)COC(=O)c1c2c(nc3ccccc13)/C(=C/c1ccco1)CC2	-0.1	i	i	i	5	i	i	i	i	-16	i
O=C(Cc1nn[nH]n1)Nc1cc(Cl)cc(Cl)c1	1.2	i	i	i	-4	i	i	i	i	-2	i
O=C(CSc1n[nH]c(-c2cccs2)n1)NC1CCS(=O)(=O)C1 (centres undefined)	-1.9	i	i	i	-5	i	i	i	i	8	i
OC(COCc1ccc(Cl)cc1)CN1CCc2ccccc2C1 (centres undefined)	0.5	i	i	i	1	i	i	i	i	4	i
CCOc1ccc(S(=O)(=O)NCCCN2CCCC2=O)cc1	-0.2	i	i	i	-6	i	i	i	i	4	i
Cc1nc2cc(-c3cccc(F)c3)nn2c(N2CCN(C(=O)c3ccco3)CC2)c1C	3.0	i	i	i	12	i	i	i	i	0	i

Bioassay records from PubChem.
